Screens from PubChem BioAssay.
KKLEB tox: cytotoxicity in KKLEB CF airway cells, primary screen, cytotoxicity control for CF NF-kB inhibitor project, cell-based, uHTS, fluorescence assay plates. KKLEB CF airway cells viability, ATPlite luminescence, overnight; hits give low values; cells stimulated with P. aeruginosa culture filtrate. activity change (cytotoxicity), % at 5 µM. 0.36% of 360,000 active;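 active = corrected activity change at or below -50% at 5 µM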
Shn3 inh set2: reduction of Shn3 3'UTR firefly luciferase signal, primary screen, Schnurri-3 inhibitor project, cell-based, Clone20 osteoblasts, set 2 | 0.52% of 360,000 active | AID 588674, 2011 | inhibition, % at 12.5 µM | Clone20 osteoblast Shn3 3'UTR firefly luciferase, 24 h;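 active = mean inhibition of at least 75% with every replicate also reaching 75%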;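 note: 0% = median of neutral control wells and 100% = pilot-screen positive control compound; some compounds past the cut are filed as inactive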
Peg3 prom inh: Peg3 promoter-driven luciferase inhibitors, primary screen, cell-based, HeLa, luciferase luminescence. HeLa PEG-Prom luciferase reporter, overnight. 1.7% of 360,000 active. AID 588405, 2011. inhibition, % at 20 µM;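 active = inhibition of at least 50% at 20 µM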
CF NFkB inh: inhibitors of PAF-induced NF-kB signaling, primary screen, cell-based, GFP fluorescence, uHTS; AID 588850, 2011; inhibition, % at 5 µM; 0.86% of 360,000 active; KKLEB NF-kB-GFP reporter, GFP fluorescence overnight;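 active = at least 50% inhibition at 5 µM, scaled per plate between neutral and stimulator controls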;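 note: PAF is a Pseudomonas aeruginosa culture filtrate used as stimulus; plate controls were PAF-stimulated DMSO wells for no effect and unstimulated DMSO wells for full effect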
HIF-2a inh: HIF-2a reporter inhibitors, primary screen, luminescence, 786-0 RCC cells. AID 624352, 2012. 0.72% of 360,000 active. 786-0 RCC cells HIF-2a reporter, luciferase luminescence, overnight. inhibition, % at 18.8 µM;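 active = inhibition of the luminescence signal of 40% or more relative to plate controls, in a single-dose primary screen at 18.75 µM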
iPSC survival up: enhancers of single-cell hiPSC survival, primary screen, ATPlite luminescence. survival enhancement, % at 20 µM. 100% = ROCK inhibitor wells, 0% = DMSO. 0.044% of 360,000 active; in the data active = survival enhancement above about 18%;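 note: cells exposed to compounds for 16 hours before the ATP read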
MITF TRPM1 inh: inhibitors of MITF-dependent TRPM1 promoter reporter, primary screen, cell-based, SK-MEL-5, single point, luciferase. SK-MEL-5 TRPM1 promoter luciferase, 24 h. inhibition, % at 12.5 µM. 0.83% of 330,000 active;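 active = mean inhibition across replicates of 60% or more, whatever share of single replicates reaches that level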; note: values of inactives mirror those of a sister screen read the other way
NR2E3 ag-1: inhibitors of NR2E3-RetCOR corepressor binding, primary screen, NR2E3 agonist project, biochemical, TR-FRET, GST-NR2E3, biotin-RetCOR. Photoreceptor-specific nuclear receptor (Homo sapiens), Q9Y5X4. 1536-well. inhibition of corepressor binding, % at 4.78 µM. 0.12% of 320,000 active. AID 2300, 2010;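 active = percent inhibition above the cutoff of mean plus 3 SD of all tested compounds, set per screening campaign, cut at about 20% in these data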;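 note: 0% = DMSO wells and 100% = biotin wells as full block of FRET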
Target sequence (Q9Y5X4 whole entry, looked up): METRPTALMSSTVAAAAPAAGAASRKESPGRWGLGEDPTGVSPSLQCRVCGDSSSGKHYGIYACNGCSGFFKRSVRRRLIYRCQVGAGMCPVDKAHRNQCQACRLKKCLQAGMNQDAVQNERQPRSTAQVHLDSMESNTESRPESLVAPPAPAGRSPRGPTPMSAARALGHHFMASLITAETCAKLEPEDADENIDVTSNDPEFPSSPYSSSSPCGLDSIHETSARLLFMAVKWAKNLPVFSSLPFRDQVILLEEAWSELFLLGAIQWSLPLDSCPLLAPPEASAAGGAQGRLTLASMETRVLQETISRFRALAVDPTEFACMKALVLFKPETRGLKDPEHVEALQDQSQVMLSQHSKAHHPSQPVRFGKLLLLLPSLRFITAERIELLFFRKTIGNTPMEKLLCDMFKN
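Material – GST-tagged NR2E3 plus biotinylated RetCOR corepressor · Quantity – NR2E3 fusion 1.35 nM · Times – 5 h incubation at 4 °C · Medium – pH 7.5 Tris-based buffer · Technique – TR-FRET, Eu(K)-anti-GST donor, streptavidin-D2 acceptor, ex 340, em 617/671 nm · Benchmarks – high control biotin, low control 0.6% DMSO · Format – 1536-well plates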
NR2E3 ag-2: NR2E3 agonists in two-hybrid cells, primary screen, cell-based, luminescence, CHO-S, Gal4-NCOR/VP16-NR2E3 | 0.35% of 360,000 active | inhibition of corepressor binding, % at 3.98 µM | luciferase | Photoreceptor-specific nuclear receptor (Homo sapiens), Q9Y5X4 | AID 602229, 2012;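 active = inhibition above the mean of all tested compounds plus 3 SD, cut at about 70% in these data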;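 note: 0% = DMSO with NR2E3 transfected cells and 100% = cells lacking NR2E3 construct; higher means lower luciferase signal from less NR2E3 corepressor binding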
TWEAK-Fn14 inh: inhibitors of TWEAK-Fn14 signaling, primary screen, luciferase reporter cells, uHTS | 2% of 360,000 active | inhibition, % at 10 µM | TWEAK-stimulated Fn14 reporter cells, luciferase luminescence, 8 h; in the data active = inhibition above about 50%
aDG glyco up: activators of alpha-DG glycosylation, primary screen, uHTS, Pro5-aDG cells, AlphaScreen; AID 624168, 2012; activation, % at 10 µM; alpha-DG glycosylation AlphaScreen (IIH6); 0% Pro5, 100% B10-LARGE cell signal; 0.22% of 360,000 active;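 active = activation of at least 8% versus controls, or a plate z-score of at least 8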;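 note: Pro5 are CHO cells carrying HIG-tagged alpha-DG that lacks glycosylation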
Numbers without * were called inactive; / = not tested or not shown; & = joins results of further samples. Not all compounds are listed; the hit share may differ from the screen's.

SMILES	KKLEB tox	Shn3 inh set2	Peg3 prom inh	CF NFkB inh	HIF-2a inh	iPSC survival up	MITF TRPM1 inh	NR2E3 ag-1	NR2E3 ag-2	TWEAK-Fn14 inh	aDG glyco up
CC12CC[C@H]3[C@@H](CCC4(O)C[C@H](O)CCC34/C=N/NC(=O)c3ccccc3[N+](=O)[O-])C1(O)CCC2C1=CC(=O)OC1 (some centres not stated)	11	1	67*	4	22	0.5	7	-4	-23	4	0.1
O=C(CN1CCOCC1)c1ccc2cc[nH]c2c1	1	-4	-21	-4	-23	-1.9	-21	-1	-16	9	0.1
CN(C)c1ccc(/C=C2/C(=N\O)C3CCN2CC3)cc1	-3	/	-164	-9	-288	-0.1	-53	-5	-44	-31	-0.2
CCCN(CCC)C1CCc2ccc(O)cc2C1 (configuration not stated)	-13	-3	19	1	-1	1.4	0	0	-8	0	-0.3
COc1ccccc1NC1=NCCS1	-8	1	9	-4	-5	2.5	-6	-3	-1	-1	0.3
CC(C)N1OC2CC1c1nc3ccccc3n1C2 (configuration not stated)	6	-14	-5	8	0	4.6	4	-2	-2	3	-0.3
O=C1NCN(c2ccccc2)C12CCN(C(c1ccccc1)c1nnnn1-c1ccc3c(c1)OCCO3)CC2 (configuration not stated)	-10	-3	25	-16	-12	4.5	/	/	-5	19	0.1
C[C@]12CC[C@@H](O)C[C@@H]1CC[C@@H]1[C@@H]2CC[C@]2(C)C(=O)CC[C@@H]12	-17	-11	5	11	-2	-1.4	0	1	27	3	-0.2
COC(=O)C1=C(c2ccc(F)cc2F)C[C@@H]2CC[C@H]1N2C(=O)NCc1ccc(F)cc1	-1	-8	1	9	9	5.7	7	3	9	4	0.5
O=C1CN=C(c2ccccc2)c2ccccc2N1	-2	7	6	-5	12	-0.3	1	-1	-16	2	-0.1
O=c1[nH]c(=O)n(-c2ccccc2)c(O)c1/C=C/C=Nc1ccccc1	8	-35	10	-10	13	-1.2	11	-2	-12	7	-0.1
COc1cc2c(c(OC)c1OC)-c1ccc(C(=O)O)cc1[C@@H](NC(C)=O)CC2	15	16	-7	-9	10	0.0	-6	1	11	-3	-0.2
CN(C)C1=C(C#N)C(c2ccccc2)=NP(N(C)C)(N(C)C)=N1	6	-12	7	-4	11	0.1	4	1	-10	-8	-0.1
CC(=O)Nc1ccc(OC(=O)N2CCCCC2)cc1	-2	9	-3	7	85*	0.5	7	2	23	-8	-0.2
CCN1CCN(c2ccc(NC(C)=O)cc2Cl)CC1	19	10	-1	-17	16	-2.8	3	5	28	1	0.2
O=c1[nH]c(=S)n(-c2ccccc2Cl)c(O)c1C=NCCN1CCNCC1	5	-4	14	2	11	0.2	14	/	-4	21	-0.1
CCSc1nnc([C@@H](N)Cc2c[nH]c3ccccc23)o1	4	-18	34	-3	-12	0.7	3	0	-14	-5	0.0
O/N=C1\CCC2CN(C3CCCCC3)CC2C1 (configuration not stated)	9	10	9	2	12	-0.6	5	3	-6	26	0.0
CN1C(=O)C(=Cc2cc([N+](=O)[O-])ccc2N2CCCCC2)C(=O)N(C)C1=O	14	-13	10	-19	16	0.4	12	2	-18	-14	-0.3
CN1CCc2nc(SCC(=O)OC(C)(C)C)c(C#N)cc2C1	5	-76	-263	2	-312	4.2	-60	0	-67	-7	-0.2
C=CCN1C[C@@H](C)N(C(c2ccc(C(=O)N(CC)CC)cc2)c2cccc(OC)c2)C[C@@H]1C (some centres not stated)	29	3	17	-6	0	-0.7	6	5	22	20	0.1
S=C1NC2(CCCCC2)NC12CCCCC2	5	5	-3	-3	10	-1.0	8	1	11	-9	0.0
COc1ccc(OC)c(CN2CCN(C(=O)Cc3ccccc3)CC2)c1	16	-3	18	-8	11	-0.1	1	2	-4	-2	0.1
ClCCN(CCCl)c1ccc(C=NNc2ncccn2)cc1	10	-53	-117	-13	-141	-2.5	-34	/	-88	39	0.5
O=c1c2ccccc2nc(-c2ccccc2)n1-c1ccccc1	10	2	-11	-18	7	0.4	13	-2	1	7	0.2
The results go on:
SMILES	KKLEB tox	Shn3 inh set2	Peg3 prom inh	CF NFkB inh	HIF-2a inh	iPSC survival up	MITF TRPM1 inh	NR2E3 ag-1	NR2E3 ag-2	TWEAK-Fn14 inh	aDG glyco up
O=C1NC(=S)NC(=O)C1=Cc1ccc(OCc2ccccc2)cc1	16	-23	-204	1	-202	2.2	-57	/	-82	-6	0.4
CCOP(=O)(OCC)C(O)c1ccc(N(C)C)cc1 (configuration not stated)	-1	3	-10	-9	12	-0.3	9	-2	-42	-1	0.0
O=S(=O)(c1ccc(Cl)cc1)N1Cc2cc(Br)ccc2-n2nncc2C1	-14	-9	8	-10	7	1.3	/	/	-1	20	0.1
CCOc1ccccc1OCC(=O)Nc1ccc(Cl)cc1C(=O)c1ccccc1	1	-8	7	3	25	-1.4	-7	0	5	-2	0.9
Cc1ccc(-n2c(O)c(C=NC3CCCCC3N)c(=O)[nH]c2=O)cc1C (configuration not stated)	-6	-2	29	-5	12	-0.3	14	3	8	-6	-0.4
COC(=O)C1=C(c2ccc(Cl)c(C(F)(F)F)c2)C[C@@H]2CC[C@H]1N2C(=O)NCc1cc(C)oc1C(F)(F)F	-8	39	8	-4	6	-0.1	6	-1	13	-4	0.6
O=C(Cc1ccccc1)OC(COCc1ccccc1)CN1CCOCC1 (configuration not stated)	-1	-65	-4	2	2	0.3	-6	1	-16	1	-0.1
Cn1cc(C(=O)OCC(=O)Nc2ccccc2)c2ccccc21	2	-10	3	-9	-21	0.5	-7	2	-45	-20	-0.2
N#CC1(c2ccccc2)CCN(C2CC(=O)N(c3cccc(F)c3)C2=O)CC1 (configuration not stated)	-9	-11	-8	12	14	1.7	5	1	16	11	-0.4
COC(=O)C1=C(c2cccc(Cl)c2)C[C@@H]2CC[C@H]1N2C(=O)NCC1CC1	-3	-12	8	-6	1	3.0	-5	5	19	-14	-0.2
O=c1[nH]c(=O)n(-c2ccc(Cl)cc2)c(O)c1C=NCCN1CCCCC1	-2	0	16	-6	14	-1.5	-11	-2	-21	-11	0.1
CC(C(=O)Nc1ccc(Cl)cc1Cl)N1CC=C(c2ccccc2)CC1 (configuration not stated)	14	2	6	11	-3	0.8	-3	0	-23	27	-0.1
CCN1CCN(CC(c2ccccc2)c2ccccc2)CC1	19	-4	16	-17	11	-0.8	-3	1	-1	7	0.1
Cc1cccc(C)c1OC(=O)Cc1ccccc1	-5	4	-10	-3	4	-1.9	-4	-2	3	12	0.8
O=C(NCc1ccc(C(=O)N2CCC3(CC2)OCCO3)cc1)c1ccc2c(c1)OCO2	-4	-6	8	11	9	0.9	3	5	9	1	0.1
COc1ccc(C2CN(C)CC2C(=O)c2ccc(F)cc2)cc1Cl (configuration not stated)	-1	19	-6	9	10	0.2	-1	1	-14	-14	-0.2
O=C(CN1CC(c2ccccc2)CC1=O)Nc1cccc(F)c1 (configuration not stated)	14	-13	0	-18	1	1.1	-6	3	12	-2	0.4
CCCNC(=O)N1C2CCC1CC(O)(c1cccnc1)C2 (configuration not stated)	7	-5	8	15	12	-0.3	-7	-1	-7	-15	0.3
CCCC(=O)N(C)C1=Nc2ccc(Cl)cc2C(c2ccccc2)=[N+]([O-])C1	-1	15	26	-6	15	0.7	-7	2	-19	12	0.0
Cc1ccc2c(CN3CC=C(c4ccccc4)CC3)cc(=O)oc2c1C	-6	-9	8	-6	-4	-1.3	3	0	14	-7	0.1
Cc1cccc(-n2c(C)nc3ccc(Cl)cc3c2=O)c1	-1	-2	28	17	13	-0.7	10	0	7	-10	0.1
Cc1ccc2c(c1)C1CN(C)CCC1N2C(=O)/C(C#N)=C/c1ccc2c(c1)OCO2 (configuration not stated)	8	17	-1	-10	8	-0.1	-1	4	-3	-1	0.6
CC(=O)NC1=C(N2CC2C)C(=O)C(NC(C)=O)=C(N2CC2C)C1=O (configuration not stated)	-3	81	6	18	4	-1.0	-5	/	-36	8	0.3
CC1([N+](=O)[O-])COP(=O)(Nc2ccc(F)cc2)OC1 (configuration not stated)	8	16	4	10	17	2.1	6	/	4	24	0.0
COc1ccc(-c2cc(=NCCCCCC(=O)O)c3cc(C)ccc3o2)cc1	-14&-7	-29&-27	-128&-116	5&3	-136&-151	3.3&-0.7	-18&-5	/	-38&-30	-36&-38	0.1&-0.1
Further structures:
SMILES	KKLEB tox	Shn3 inh set2	Peg3 prom inh	CF NFkB inh	HIF-2a inh	iPSC survival up	MITF TRPM1 inh	NR2E3 ag-1	NR2E3 ag-2	TWEAK-Fn14 inh	aDG glyco up
COc1ccc(-c2n(-c3ccccn3)c3ccccc3[n+]2-c2ccccn2)cc1	6	14	-4	-5	12	0.3	-12	/	12	-6	-0.2
Cc1cc(Br)ccc1N1C(=O)CC(=O)NC1=O	12	-10	8	6	0	-2.0	0	-2	-30	4	0.1
CC(C)C(O)(C(=O)OCC1=CCN2CCC(O)C12)C(C)O (configuration not stated)	-4	3	-1	17	6	0.5	/	/	8	1	0.3
Nc1ccc2c(c1)oc1ccccc12	5	-30	-147	-18	-227	-2.2	-48	-4	-17	-13	-0.2
O=c1[nH]c(O)c(/C=C2\C=NN=C2c2ccccc2)c(=O)[nH]1	4	-5	4	14	3	-1.6	-2	1	-17	0	0.0
N#Cc1c(/N=C/C2C(=O)NC(=S)NC2=O)sc2c1CCCC2	5	-3	-11	-9	9	-1.2	-2	1	-27	8	-0.2
CCOC(=O)C1(c2ccccc2)CCN(CCC(=O)Nc2cccc(Br)c2)CC1	2	31	59*	0	9	-0.4	19	/	-2	-21	3.5
COc1cc(CN2CCCC(C(=O)c3sccc3C)C2)cc(Cl)c1O (configuration not stated)	2	14	-3	-1	18	1.3	12	2	12	3	-0.1
O=C(O)c1ccc(N=Cc2c(O)n(Cc3ccc(F)cc3)c(=O)[nH]c2=O)cc1	6	2	1	-13	12	-0.1	-4	-3	-17	-7	0.4
CCN(CC)S(=O)(=O)N1CCC(C(=O)N2CCC3(CC2)OCCO3)CC1	-6	-2	10	17	12	0.5	-3	0	13	19	-0.1
